# Assay outcomes as filed in PubChem.
# CF NFkB block – blocks PAF-induced NF-kB reporter in cystic fibrosis cells. KKLEB NF-kB-GFP reporter, GFP fluorescence overnight. inhibition, % at 5 µM. 360,000 compounds, 0.86% hits;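 active = at least 50% inhibition at 5 µM, scaled per plate between neutral and stimulator controls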;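 note: PAF is a Pseudomonas aeruginosa culture filtrate used as stimulus; plate controls were PAF-stimulated DMSO wells for no effect and unstimulated DMSO wells for full effect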
# TRPM1 prom inh – reduces MITF-dependent TRPM1 promoter luciferase signal; SK-MEL-5 TRPM1 promoter luciferase, 24 h; inhibition, % at 12.5 µM; 330,000 compounds, 0.83% hits; AID 488899;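 active = mean inhibition across replicates of 60% or more, whatever share of single replicates reaches that level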; note: values of inactives mirror those of a sister screen read the other way
# TROY signal inh – inhibitors of TROY-dependent NF-kB signaling. AID 1347056. Q293 LMP1-TROYcd NF-kB luciferase reporter, 4 h. inhibition, % at 10 µM. 360,000 compounds, 0.98% hits;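 active = compounds whose plate-normalised and pattern-corrected inhibition of the luciferase reporter signal at the single screening dose is 50% or more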
# Peg3 prom inh – inhibitors of Peg3 promoter; 360,000 compounds, 1.7% hits; HeLa PEG-Prom luciferase reporter, luminescence, overnight; AID 588405; inhibition, % at 20 µM;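 active = inhibition of at least 50% at 20 µM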
# KKLEB cytotox – CF airway cell cytotoxicity counter-screen | activity change (cytotoxicity), % at 5 µM | 360,000 compounds, 0.36% hits | KKLEB CF airway cells viability, ATPlite luminescence, overnight; stronger effect = lower value; cells stimulated with P. aeruginosa culture filtrate;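 active = corrected activity change at or below -50% at 5 µM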
# TWEAK-Fn14 inh – blocks TWEAK-Fn14 interaction in a reporter cell assay; 360,000 compounds, 2% hits; AID 1159606; TWEAK-stimulated Fn14 reporter cells, luciferase luminescence, 8 h; inhibition, % at 10 µM; in the data active = inhibition above about 50%
# HIF-2a block – HIF-2a inhibition; 786-0 RCC cells HIF-2a reporter, luciferase luminescence, overnight; inhibition, % at 18.8 µM; 360,000 compounds, 0.72% hits; AID 624352;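 active = inhibition of the luminescence signal of 40% or more relative to plate controls, in a single-dose primary screen at 18.75 µM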
# NR2E3 ag-1 – human photoreceptor-specific nuclear receptor agonism. CHO-S Gal4-NCOR/VP16-NR2E3 two-hybrid, luciferase. inhibition of corepressor binding, % at 3.98 µM. 360,000 compounds, 0.35% hits. AID 602229;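 active = inhibition above the mean of all tested compounds plus 3 SD, cut at about 70% in these data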;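 note: 0% = DMSO with NR2E3 transfected cells and 100% = cells lacking NR2E3 construct; higher means lower luciferase signal from less NR2E3 corepressor binding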
# Target sequence (Q9Y5X4 whole entry, looked up, the tested form may be a part): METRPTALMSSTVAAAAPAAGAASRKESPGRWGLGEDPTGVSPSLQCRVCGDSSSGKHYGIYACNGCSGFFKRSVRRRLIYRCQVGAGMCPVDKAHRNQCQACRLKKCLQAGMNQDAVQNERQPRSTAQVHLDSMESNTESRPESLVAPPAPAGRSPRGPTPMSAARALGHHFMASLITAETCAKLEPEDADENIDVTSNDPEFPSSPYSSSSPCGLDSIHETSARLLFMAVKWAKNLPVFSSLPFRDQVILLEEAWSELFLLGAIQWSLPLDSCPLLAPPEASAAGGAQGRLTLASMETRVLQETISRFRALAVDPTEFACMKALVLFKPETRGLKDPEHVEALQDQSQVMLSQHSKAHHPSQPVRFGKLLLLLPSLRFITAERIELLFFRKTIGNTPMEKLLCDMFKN
# TRAIL sens C8 – sensitizes caspase-8 expressing cells to TRAIL; NB7+C8 cells + TRAIL, ATPlite viability luminescence; 360,000 compounds, 1% hits; inhibition (viability loss, TRAIL sensitization), % at 10 µM;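 active = compounds causing at least 50% loss of cell viability in the single-dose screen, relative to plate controls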
# NR2E3 ag-2 – activates human photoreceptor nuclear receptor NR2E3. inhibition of corepressor binding, % at 4.78 µM. GST-NR2E3/biotin-RetCOR TR-FRET, 1536-well. AID 2300. 320,000 compounds, 0.12% hits;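 active = percent inhibition above the cutoff of mean plus 3 SD of all tested compounds, set per screening campaign, cut at about 20% in these data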;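 note: 0% = DMSO wells and 100% = biotin wells as full block of FRET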
#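 Assay system: NR2E3–RetCOR corepressor complex. Quantity: 1.35 nM GST-NR2E3. Buffer or medium: pH 7.5 Tris-based buffer. Reagent: biotinylated RetCOR corepressor at 7 nM final. Schedule: 5 h at 4 °C. Detection: TR-FRET, emission read at 617 and 671 nm. Replicates: one well per compound, singlicate testing.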
# Shn3 3UTR inh – inhibitors of Schnurri-3 3'UTR reporter in osteoblasts. inhibition, % at 12.5 µM. AID 588674. Clone20 osteoblast Shn3 3'UTR firefly luciferase, 24 h. 360,000 compounds, 0.52% hits;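 active = mean inhibition of at least 75% with every replicate also reaching 75%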;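 note: 0% = median of neutral control wells and 100% = pilot-screen positive control compound; some compounds past the cut are filed as inactive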
# Starred values were filed as active, the others as inactive; i = inactive; · = not tested or not shown. These rows are one share of the data. The share of hits here may be higher or lower than overall.
SMILES,CF NFkB block,TRPM1 prom inh,TROY signal inh,Peg3 prom inh,KKLEB cytotox,TWEAK-Fn14 inh,HIF-2a block,NR2E3 ag-1,TRAIL sens C8,NR2E3 ag-2,Shn3 3UTR inh
COc1ccc(NC(=O)Cn2nc([N+](=O)[O-])c(Cl)c2C)cc1OC,3,14,9,0,6,0,-3,-10,8,2,0
Cc1cccc(N2C(=O)CC(N3CCOCC3)C2=O)c1 (stereo not drawn),-15,-3,10,11,11,-1,5,-21,5,-2,1
O=C(CCCN1C(=O)/C(=C/c2ccccc2Cl)SC1=S)Nc1ccccn1,12,13,60*,16,-7,82*,79*,30,15,0,24
CC(C)c1ccc2oc(=O)cc(CN3CCN(c4ccccc4)CC3)c2c1,13,-2,13,12,-4,2,18,-6,-3,2,13
N=c1n(CCO)c2ccccc2n1CCOc1ccccc1,-15,2,-2,15,2,-13,14,1,0,4,18
Cc1ccc(NC(=O)C2=CN3CCS(=O)(=O)N=C3C=C2)cc1,-3,-8,10,1,6,4,-3,-3,-10,·,-18
CCS(=O)(=O)c1ccc(NC(=O)c2ccccc2Cl)c(O)c1,-14,-1,2,11,11,11,7,-16,-8,-1,-1
CCOc1ncccc1C(=O)OCC(=O)Nc1ccc2c(c1)CCC2,22,3,-17,2,0,11,-1,-18,1,·,-23
O=C(c1cc2cc(Cl)cc(Cl)c2oc1=O)N1CCOCC1,-8,8,-12,55*,0,10,9,-21,-6,3,-7
Cc1ccc(NC(=O)CN(C)CC(=O)Nc2ccccc2-c2ccccc2)cc1,-6,-2,12,21,16,-4,21,-8,-9,1,8
COc1ccc(N(CC(=O)NCCSc2ccccn2)S(C)(=O)=O)cc1Cl,-2,-6,-10,10,2,-9,7,-40,-11,0,-2
CC(=O)c1cccc(NC(=O)c2ccco2)c1,3,2,5,-9,2,-1,-16,10,5,1,9
O=[N+]([O-])c1ccc(NC(=S)N2CCOCC2)cc1,8,6,-9,10,2,14,7,-6,-4,0,13
CCOc1ccc(NC(=O)CC(C)S(=O)(=O)c2ccc3c(c2)NC(=O)CO3)cc1 (stereo not drawn),-9,-4,1,-17,11,11,3,-26,9,-2,-21
O=C(Nc1cnccn1)Nc1ccccc1F,1,-11,-35,-53,-11,-5,-83,-24,-3,-3,-5
CC1CC(C)C(=NNC(N)=O)C(C(O)CC2CCC(=O)NC2=O)C1 (stereo not drawn),54*,13,24,37,-6,-8,49*,102*,3,·,11
CC(NC(=O)CNC(=O)c1ccco1)c1ccc(S(N)(=O)=O)cc1 (stereo not drawn),20,-1,-17,-7,4,23,6,3,-7,-4,4
COc1ccc(NC(=O)c2cccc(N3C(=O)C4C5C=CC(C5)C4C3=O)c2)cc1 (stereo not drawn),-22,-13,-11,-14,14,-1,-3,-21,1,1,16
CCOC(=O)c1c(C)[nH]c(C(=O)N2CCN(c3ccc(OC)cc3)CC2)c1C,16,0,6,6,-6,-10,12,-16,-10,4,-4
CC1CCC(NC(=O)C2CC(=O)N(c3ccc(Cl)cc3)C2)CC1 (stereo not drawn),3,7,0,3,3,-8,16,-17,-6,0,-7
COc1ccc(OCc2cccc(C(=O)N3CCCC3)c2)cc1,5,-6,-49,-155,-2,-24,-45,-193,11,-2,-14
Cc1cc(C(=O)Cn2cnc3cc([N+](=O)[O-])ccc3c2=O)c(C)n1CC1CCCO1 (stereo not drawn),-4,-9,12,-23,-1,10,-10,-20,-7,0,4
COc1ccc(/C=C/C(=O)OCC(=O)NC2CCCCCCC2)cc1,26,·,-3,-4,-8,8,-11,-34,2,·,-7
O=C(Nc1cccc2ccccc12)c1onc2c1CCCC2,-10,-46,-31,-211,6,-36,-266,-75,9,4,-126
COc1ccc(C(CNC(=O)c2cncc(Br)c2)N(C)C)cc1 (stereo not drawn),20,-9,-1,22,4,6,12,4,-4,0,32
O=C(NCC(=O)N(Cc1ccccc1)C(C(=O)NC1CCCCC1)c1ccco1)c1ccco1 (stereo not drawn),-2,4,7,23,2,2,22,-27,0,7,-4
O=C(c1cc2n(n1)C(C(F)(F)F)CC(c1ccco1)N2)N1CCN(c2ccccn2)CC1 (stereo not drawn),1,16,8,8,-4,21,21,0,-24,0,20
CN(Cc1ccccn1)Cc1cn(Cc2ccccc2)nc1-c1ccc2c(c1)OCO2,-2,-2,5,5,0,-14,6,-48,-17,0,19
COc1ccc(C(=O)NC(=S)Nc2ccc(NC(=O)c3ccco3)cc2)cc1[N+](=O)[O-],17,5,-3,5,-31,-32,-4,-13,9,-1,20
O=C(Nc1ccc(C(=O)N2CCCC2)cc1)c1ccccc1F,0,-15,-18,-113,10,-12,-164,-45,4,1,-29
CSc1nnc(-c2sccc2OCc2ccc(C)cc2)n1C,-2,18,0,3,-1,8,17,-18,9,-2,19
COc1ccc(Cn2c(=S)[nH]c3cc(C(=O)N4CCN(c5ccccc5)CC4)ccc3c2=O)cc1,30,36,19,2,-17,12,-1,-47,5,4,1
C[C@@H]1ON(C)[C@H]2C[C@H]3c4[nH]c5ccccc5c4CCN3C[C@@H]12,-2,·,-12,-1,3,9,2,10,-12,·,-4
Cc1cc(F)ccc1S(=O)(=O)Nc1ncnc2sccc12,18,0,2,15,-18,0,7,5,22,2,-14
COc1cccc(CNC(=O)C2CCC(CNc3nc(=S)[nH]c4ccccc34)CC2)c1 (stereo not drawn),11,10,25,22,-7,-9,21,-6,-1,6,36
Cc1ccc(NC(=O)CN(C)C(=O)COC(=O)c2oc3ccccc3c2C)cc1,-3,-12,6,8,-5,-19,12,0,0,3,4
CC(C)(C)OC(=O)N1CCC(NC(=O)c2ncn(Cc3ccccc3)c2C(=O)NC2CCN(C(=O)OC(C)(C)C)CC2)CC1,0,i,-15,19,-1,8,25,4,6,6,13
CC(=O)Nc1ccc(/C(C)=N/NC(=O)CN(c2ccccc2Br)S(C)(=O)=O)cc1,-12,-11,9,21,-20,-9,2,0,4,5,-1
COc1ccccc1CC(=O)NNC(=O)CN(C)S(=O)(=O)c1ccc(Cl)cc1,10,11,19,13,-14,-2,19,-3,4,-2,3
O=Cc1cn(-c2ccccc2)nc1-c1ccccn1,18,-6,1,-12,-2,19,-9,12,7,2,-11
COc1ccc(-c2ccc(CN3C(C(C)C)C(=O)N(Cc4cn(CCC5OCCO5)nn4)CCS3(=O)=O)cc2)cc1 (stereo not drawn),33,·,15,10,6,26,19,0,-1,·,62
COC(=O)c1cc(OC)c(OC)cc1NC(=S)Nc1cc(Cl)ccc1OC,4,17,12,25,-20,3,13,-5,-3,3,-5
Cc1ccc(OCc2nnc(-c3ccc(Cl)cc3)o2)cc1,-21,-14,-42,-11,3,-10,-98,12,-1,1,0
CC1(C(=O)NCC2CC2)C=CC2(CCCCC2)N1C(=O)c1ccccc1 (stereo not drawn),-9,-26,-57,-109,12,-22,-134,-28,-12,1,-28
CCOc1ccc(Cl)cc1/C=N/O,4,2,-8,7,9,16,-2,-9,-12,3,20
O=C(Nc1ccccc1)Nc1ccc(Br)cc1F,-5,-58,-84,-347,27,-15,-304,-75,15,2,8
CCC(C)(C)NC(=O)CN(C(=O)CCC(=O)Nc1cc(C)ccn1)c1ccc2c(c1)OCCO2,1,-11,-8,-3,-1,27,8,-33,-1,4,-3
O=C(COC(=O)c1ccncc1)c1ccc(Br)cc1,0,4,-1,-6,-5,13,14,-19,-4,3,-7
COc1ccc(C(=O)NC2CCCN(Cc3ccc(Cl)cc3)C2)c(OC)c1 (stereo not drawn),-8,13,13,-1,-6,10,9,-40,8,0,7
CCSc1ccc([C@@H]2[C@@H]3C(=O)N(CC)C(=O)[C@@H]3[C@]3(C(=O)OC)CCCN23)cc1,-2,-7,0,-24,16,-7,-8,4,-4,-3,-2
CC(C)c1ccc(NCCC(=O)c2cccs2)cc1,4,-43,11,-357,-5,44,-139,-62,5,1,-84
C=CCc1ccc(OCCOCCOc2ccc(C)cc2[N+](=O)[O-])c(OC)c1,0,17,15,1,0,-13,-5,-24,6,0,30
CCOC(=O)CSC1=C(C#N)C(c2ccc(OC)cc2)C2=C(CC(C)(C)CC2=O)N1 (stereo not drawn),3,-1,18,13,1,6,27,2,9,12,14
O=C(CSc1nnnn1-c1ccc(Cl)cc1)NNC(=O)c1ccc([N+](=O)[O-])cc1,-10,-3,8,-7,1,-4,21,-16,1,1,-15
COc1ccccc1N1CCN(C(=O)CSc2nc3ccccc3[nH]2)CC1,7,-13,39,-7,1,-9,-45,3,-14,3,2
CCn1c(SCC(=O)Nc2cccc(OC)c2)nc2c(c1=O)SCC2,22,2,-13,13,-10,8,13,-40,4,2,11
Cc1ccccc1-n1nnnc1SCC(N)=O,-8,5,-8,12,9,1,10,9,3,-1,13
COc1ccc(OC)c(NC(=O)C2CCN(S(=O)(=O)c3cccs3)CC2)c1,0,-13,22,17,-8,-8,10,9,-17,8,-9
O=C(NCCc1ccncc1)Nc1ccc(F)cc1,-4,-2,-5,-1,4,16,25,16,9,-2,-14
CC(=O)c1ccc(NC(=O)Nc2ccc(S(=O)(=O)N3CCCC3)cc2)cc1,-17,4,-23,3,-5,-18,-3,-1,7,·,29

# The results go on:
SMILES,CF NFkB block,TRPM1 prom inh,TROY signal inh,Peg3 prom inh,KKLEB cytotox,TWEAK-Fn14 inh,HIF-2a block,NR2E3 ag-1,TRAIL sens C8,NR2E3 ag-2,Shn3 3UTR inh
CCN(c1ccccc1)S(=O)(=O)c1ccc(OCC(=O)Nc2cc(C)on2)cc1,-17,5,-25,-15,11,7,0,-23,-17,1,20
O=C(O)c1cc(C(F)(F)F)nc2ccccc12,-2,-10,3,-4,-23,15,4,-16,2,-1,-13
COC(=O)[C@@H](Cc1c[nH]c2ccccc12)NC(=O)CNC(=O)c1ccccc1OC,-5,14,-6,12,3,20,13,-21,1,-1,13
CCOC(=O)N1CCN(C(=O)CN(c2cccc(C)c2)S(=O)(=O)c2ccccc2)CC1,-5,14,-5,2,0,4,12,-1,-10,-1,28
O=C(Nc1cccc(Br)c1)c1cccc(OC(=S)N2CCOCC2)c1,-4,13,35,-26,2,23,-46,-34,7,-2,54
Cc1cccc(-c2nnc(SCc3ccccc3)o2)c1,-10,-53,-47,-288,6,-7,-270,-104,-5,5,-90

# Compound profiles, from the list above. Order of values: CF NFkB block | TRPM1 prom inh | TROY signal inh | Peg3 prom inh | KKLEB cytotox | TWEAK-Fn14 inh | HIF-2a block | NR2E3 ag-1 | TRAIL sens C8 | NR2E3 ag-2 | Shn3 3UTR inh
# `O=C(Nc1cccc(Br)c1)c1cccc(OC(=S)N2CCOCC2)c1` in the list: -4 | 13 | 35 | -26 | 2 | 23 | -46 | -34 | 7 | -2 | 54
# `COC(=O)[C@@H](Cc1c[nH]c2ccccc12)NC(=O)CNC(=O)c1ccccc1OC` in the list: -5 | 14 | -6 | 12 | 3 | 20 | 13 | -21 | 1 | -1 | 13
# `Cc1cccc(-c2nnc(SCc3ccccc3)o2)c1` in the list: -10 | -53 | -47 | -288 | 6 | -7 | -270 | -104 | -5 | 5 | -90
